# Arrestin-AP2 inh: blocks beta-arrestin peptide binding to AP2 adaptin; FITC-arrestin peptide / GST-AP2 beads, flow cytometry; AP2 beta2 appendage carries R879A mutation; inhibition, % at 10 µM; hit rate 0.31% among 340,000;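 active means inhibition above a set limit, near 3 SD of compounds lacking own fluorescence, cut at about 54% in these data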;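 further: plate controls were DMSO wells for no effect and 5 µM unlabelled arrestin peptide for full effect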
#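 System: GST-tagged AP2 beta2-adaptin appendage (R879A) on 4 µm glutathione beads / Reagent: FITC-arrestin peptide, 50 nM / Detection: HyperCyt-sampled flow cytometry, FL1 channel, ex 488/em 535 nm / Timing: 12 min plus 1 h, RT / Buffer or medium: PBS plus Tween 20 (0.05%) and BSA (0.1%)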
# CAL PDZ FP-1: blocks peptide binding to human CAL PDZ domain | hit rate 0.02% among 330,000 | purified CAL PDZ, TMR-peptide fluorescence polarization, 1 h | AID 504414 | inhibition, % at 20 µM | Q9HD26;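 active means highest replicate inhibition of at least 40%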;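 further: plate controls were DMSO neutral control wells for no effect and unlabeled competitor peptide control wells for full effect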
#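 System: tagged CAL PDZ domain. Schedule: 1 h room-temperature incubation prior to read. Signal: fluorescence polarization (mP). Measure: percent inhibition from loss of millipolarization.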
# C-LANA FP: inhibitors of KSHV LANA C-terminal domain DNA binding | MBP-C-LANA/FAM-LBS DNA binding, fluorescence polarization | inhibition, % at 9 µM | hit rate 0.078% among 340,000 | AID 504423;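 active means highest replicate inhibition at or above 60% at 9 µM, even if other replicates fall short; inactive means all replicates below 60% inhibition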;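 further: 0% = neutral control wells and 100% = 4 µM acridine orange control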
# RTF Ca sens inh: cardiac RTF calcium desensitization; P19429+P45379; IANBD-labeled cardiac RTF, Ca2+ fluorescence; inhibition, % at 7.15 µM; hit rate 0.12% among 340,000;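 active means inhibition above the mean inhibition of all tested compounds plus 3 SD, cut at about 17% in these data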;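 further: assay run at fixed EC70 calcium of 1.6 mM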
# Keap1 Nrf2 FP: Keap1-Nrf2 (human) interaction inhibition; Q14145; Keap1 Kelch-Nrf2 peptide fluorescence polarization, 1536-well; inhibition, % at 9.4 µM; hit rate 0.15% among 340,000; in the data active means inhibition above about 12%;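 further: human Keap1 Kelch domain with fluorescein labeled Nrf2 9mer peptide probe; 0% = neutral control wells and 100% = peptide positive control; higher means more block of Keap1 binding to Nrf2 peptide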
# DSG3 Ab inh: human desmoglein-3 autoantibody binding inhibition | DSG3-coupled beads, scFv-anti-DSG3-GFP binding, flow cytometry; hits give low values | binding (percent of control), % at 10 µM | hit rate 0.48% among 310,000;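 active means binding more than 3 SD below its plate's average and above zero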;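 further: hits lower antibody fragment binding to DSG3; some compounds called inactive have numbers as strong as hits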
# Target sequence (P32926 whole entry, looked up, the tested form may be a part): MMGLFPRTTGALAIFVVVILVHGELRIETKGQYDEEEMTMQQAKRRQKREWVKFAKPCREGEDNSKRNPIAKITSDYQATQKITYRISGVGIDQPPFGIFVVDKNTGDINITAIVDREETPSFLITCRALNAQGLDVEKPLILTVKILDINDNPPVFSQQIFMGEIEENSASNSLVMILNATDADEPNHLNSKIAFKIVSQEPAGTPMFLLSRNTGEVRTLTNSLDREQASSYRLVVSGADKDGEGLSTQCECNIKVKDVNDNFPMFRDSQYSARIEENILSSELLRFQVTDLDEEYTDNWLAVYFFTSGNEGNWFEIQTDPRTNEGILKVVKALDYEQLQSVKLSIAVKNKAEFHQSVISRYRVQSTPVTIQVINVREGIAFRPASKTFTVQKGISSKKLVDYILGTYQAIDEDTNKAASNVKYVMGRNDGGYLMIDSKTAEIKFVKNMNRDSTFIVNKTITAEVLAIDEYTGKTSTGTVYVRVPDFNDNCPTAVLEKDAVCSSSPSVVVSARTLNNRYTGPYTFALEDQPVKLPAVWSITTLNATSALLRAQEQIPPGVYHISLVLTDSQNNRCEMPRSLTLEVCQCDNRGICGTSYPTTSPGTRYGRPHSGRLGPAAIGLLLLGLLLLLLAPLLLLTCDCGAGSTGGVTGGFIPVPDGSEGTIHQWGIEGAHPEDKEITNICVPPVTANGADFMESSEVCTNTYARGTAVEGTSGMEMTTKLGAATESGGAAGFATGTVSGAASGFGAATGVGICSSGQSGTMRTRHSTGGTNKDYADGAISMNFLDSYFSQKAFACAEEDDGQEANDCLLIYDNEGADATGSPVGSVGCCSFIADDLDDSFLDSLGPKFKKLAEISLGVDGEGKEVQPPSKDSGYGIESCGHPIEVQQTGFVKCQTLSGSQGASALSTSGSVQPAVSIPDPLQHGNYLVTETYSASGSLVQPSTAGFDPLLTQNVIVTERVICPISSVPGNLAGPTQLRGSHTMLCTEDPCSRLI
# NSD2 inh: blocks human histone methyltransferase NSD2; inhibition, % at 12.5 µM; AID 743445; O96028; hit rate 0.54% among 310,000; NSD2 peptide methylation, AlphaScreen, 120 min; in the data active means inhibition above about 50%
# CAL PDZ FP-2: CAL PDZ (human) peptide binding inhibition; AID 602252; purified CAL PDZ, TMR-peptide fluorescence polarization, 1 h; inhibition, % at 24.9 µM; hit rate 0.92% among 300,000; Q9HD26;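 active means mean inhibition of at least 30% with at least half of replicates also reaching 30%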;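 further: 0% = DMSO neutral control and 100% = excess unlabeled competitor peptide PRC23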
# V-ATPase pHluor: alters yeast V-ATPase proton transport | S. cerevisiae, pHLuorin cytosolic pH fluorescence | hit rate 0.37% among 350,000 | response, % at 10 µM; in the data active means response mostly above about 7.3%, no sharp cut-off; inactive means mostly below about 5.4%; further: actives read high; inactives centre near 0; some compounds called inactive have numbers as strong as hits; reference of the scale not given here
# DAGLB inh: diacylglycerol lipase beta (human) inhibition; Q8NCG7; HEK293T DAGLB membrane lysate, EnzChek fluorogenic substrate; inhibition, % at 5.17 µM; hit rate 0.059% among 340,000; in the data active means inhibition above about 34%;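 further: 0% = enzyme with vehicle and 100% = wells lacking enzyme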
# Active calls of the source: *; · = not tested or not shown.
Compound,Arrestin-AP2 inh,CAL PDZ FP-1,C-LANA FP,RTF Ca sens inh,Keap1 Nrf2 FP,DSG3 Ab inh,NSD2 inh,CAL PDZ FP-2,V-ATPase pHluor,DAGLB inh
CCn1c(C)nc2cc(C(=O)N/N=C/c3ccc(N4CCOCC4)cc3)ccc21,10.8,·,-1.6,-10.1,-6.9,101.7,-5.8,5.8,0.0,0.2
Cc1ccc(/C=C/C(=O)Nc2ccc(S(=O)(=O)Nc3cc(C)nc(C)n3)cc2)cc1,-4.3,-3.1,0.3,3.2,0.0,94.2,3.0,-9.1,0.9,4.8
CCOc1cc(/C=C2\C(=O)N(CCc3ccc(OC)c(OC)c3)C(C)=C2C(=O)OC)ccc1O,-24.3,0.0,-0.5,-5.0,3.3,100.1,12.4,3.2,-3.4,2.0
O=C(CN1CCC(c2nc3ccccc3s2)CC1)N1CCCCC1,-4.6,-0.1,-0.5,-2.0,-0.8,99.0,1.0,·,-2.0,-2.6
CCOC(=O)c1cc(S(=O)(=O)N2CCN(c3ccccc3OC)CC2)cn1C,4.1,-2.0,0.2,0.0,-3.3,·,-1.3,6.0,2.3,-0.4
COC(=O)c1[nH]c2cc(OC)c(OC)cc2c1NC(=O)CN1C[C@H]2C[C@@H](C1)c1cccc(=O)n1C2,-6.2,-0.1,1.2,-5.1,-7.1,100.6,·,0.5,3.1,0.2
C=CCn1c2ccccc2c2nnc(SCCN3CCCCC3)nc21,0.0,-1.0,2.0,-6.9,2.0,97.3,10.3,-9.6,-2.2,-0.4
COc1ccccc1N(Cc1ccccc1)S(=O)(=O)c1cccc(C(=O)O)c1,6.7,-0.5,0.3,-8.4,-3.9,102.2,28.2,-4.2,5.1,5.0
COc1cc(C(C)=O)ccc1Oc1cnccn1,36.5,-1.0,-0.5,-3.4,1.4,116.6,-2.3,0.2,6.8,-2.0
Cc1ccc(S(=O)(=O)Nc2ccccc2N2CCCCC2)cc1,-1.2,-0.5,0.6,-1.0,-4.1,110.6,-2.7,-3.4,-2.1,-7.3
O=C1CCC(=O)N1OCCCOc1ccc(Br)cc1Cl,-6.2,-0.1,-1.3,-19.8,-4.1,117.9,·,-4.2,-4.9,-3.2
COc1ccc(OCC(=O)C2CC2)c(C#N)c1,14.4,0.1,0.0,-14.4,-2.8,111.0,-1.7,2.5,8.3,-8.7
COc1cccc(C(=O)CN(C(=O)c2ccc(Cl)cc2Cl)N2C(=O)c3ccccc3C2=O)c1,5.4,0.4,2.8,5.3,-2.2,119.5,12.7,-2.7,2.0,-1.0
COc1ccc(OC)c(S(=O)(=O)NC(C)(C)C)c1,-6.8,-2.1,-0.1,3.0,0.1,98.3,·,-3.4,0.9,-0.4
Cn1c(N)c(C(=O)COC(=O)Cc2ccc(Cl)cc2)c(=O)n(C)c1=O,-6.3,-1.1,-0.9,1.2,1.4,100.5,-1.5,-5.3,4.0,1.7
CCOC(=O)C1=C(C)N(Cc2ccccc2)C(=O)NC1c1ccc(OC)cc1 (configuration not stated),-2.1,-1.5,-1.5,-0.7,-6.7,100.0,2.2,-2.7,5.2,0.4
COc1ccc(C(CNC(=O)COc2ccc([N+](=O)[O-])cc2)N2CCCCC2)cc1 (configuration not stated),8.3,-0.4,1.1,2.7,-3.9,111.9,5.5,·,-0.9,3.9
CCCCn1c(-c2ccc(OC)cc2)nc2c(=O)n(C)c(=O)[nH]c21,-5.4,1.0,-0.5,-10.0,-1.1,91.2,3.9,-5.8,3.9,0.2
O=C(NCC1CCCO1)C1CCN(c2ccc(S(=O)(=O)N3CCCC3)cc2)CC1 (configuration not stated),21.9,-0.9,0.3,-1.6,2.1,100.6,1.7,-6.1,-4.2,-0.8
CC(=O)c1ccc(NC(=O)c2noc(C)c2[N+](=O)[O-])cc1,-1.8,-2.8,0.3,-0.9,1.2,93.9,-1.9,-3.3,-0.5,-2.1
CC(NS(=O)(=O)c1ccccc1)C(c1cccs1)N1CCN(C)CC1 (configuration not stated),6.2,-2.8,1.4,-1.9,0.4,86.8,4.8,-3.2,1.7,1.1
Clc1ccc(-c2ccc(C=Nc3ccc(N4CCOCC4)cc3)o2)c(Cl)c1,-0.2,-0.1,-1.0,-9.0,-6.4,26.7*,1.8,-1.1,3.6,3.0
Cc1cc(C(=O)Nc2ccccc2C(=O)O)ccc1NC(=O)COc1ccccc1Cl,1.7,-2.2,0.4,5.2,1.0,94.9,2.1,-12.3,-2.0,2.7
CCOC(=O)C(Cc1c[nH]c2ccccc12)NC(=O)CNC(C)=O (configuration not stated),-5.3,-0.8,-0.3,-7.2,-3.3,·,0.7,-7.0,2.0,-0.5
Cn1c(=O)c2c(nc(N3CCC(C(N)=O)CC3)n2CCSc2nc3ccccc3s2)n(C)c1=O,32.8,-0.5,0.7,-9.5,2.7,96.5,3.1,-16.1,4.0,-3.2
NC(=O)NC(CC(=O)NCc1ccc2c(c1)OCO2)c1ccccc1Cl (configuration not stated),30.1,-2.1,-0.3,2.2,2.3,101.7,1.5,-2.3,-5.3,0.8
Cc1ccc(S(=O)(=O)Nc2c(C)[nH]c(=O)[nH]c2=O)cc1C,15.7,-1.6,-0.3,-5.3,-2.9,101.1,1.4,-2.3,-2.4,3.8
COc1cc(-c2nc(-c3cccc(C(F)(F)F)c3)no2)cc(OC)c1OC,-3.8,0.0,-3.2,-10.8,-6.0,98.1,·,·,-0.2,-4.7
Cc1ccc2oc(-c3ccc(C)c(NC(=O)Cc4cccs4)c3)nc2c1,6.4,-0.1,-1.6,-2.8,-3.6,106.4,-3.6,1.5,5.1,4.9
Cc1cc(C(=O)Nc2ccccc2N2CCOCC2)no1,-6.5,-0.9,0.2,-9.9,2.9,106.2,-0.5,-3.8,-0.4,-5.4
O=C1c2ccccc2NC(c2ccc(-c3cccc([N+](=O)[O-])c3)o2)N1O (configuration not stated),39.8,-0.1,2.9,-0.4,-1.2,104.7,3.1,-1.6,3.3,5.4
COc1cccc(C(=O)OCC(=O)NCCc2ccccc2)c1OC,·,0.7,5.6,-7.3,-0.8,107.6,0.6,-9.1,1.6,1.3
CN(Cc1cccs1)C(=O)CN1C(=O)c2ccccc2S1(=O)=O,5.2,-0.7,-1.3,-1.8,0.8,96.2,-1.3,-2.2,0.8,-6.2
COc1cc(OC)cc(C(=O)NC(=S)Nc2ccc(NC(=O)c3ccco3)cc2)c1,2.2,0.7,0.8,-0.5,-5.9,85.6,0.1,2.0,-3.7,-4.3
CN(C)S(=O)(=O)c1cccc(-c2nnc(-c3ccccc3)o2)c1,2.9,-0.3,-1.4,-2.0,-5.0,92.6,-8.0,·,-1.4,1.6
Cc1ccc(C(=O)N2CCCC(CCC(=O)NCc3ccccc3F)C2)cn1 (configuration not stated),27.2,-1.1,0.7,-11.4,1.5,·,0.0,-1.8,-3.5,1.6
COc1ccc(OC)c(C2C(C(=O)c3sc(C)nc3C)=C(O)C(=O)N2CCN2CCOCC2)c1 (configuration not stated),-4.0,1.1,-1.7,-7.9,-1.0,95.4,-0.1,·,2.7,-0.1
Cc1oc(-c2cccc3ccccc23)nc1CN1CCN(c2ncnc3ccccc23)CC1,13.6,-1.1,-2.1,-0.2,1.0,101.4,-15.7,-2.2,-2.0,-1.9
COc1ccc(C(=O)NCCc2nnc3ccc(SCC(=O)NCc4ccccc4)nn23)cc1,16.3,-2.4,-0.6,1.9,-2.9,105.9,-2.0,0.7,2.7,-6.6
COc1ccc(Cc2nnc(SCc3c(C)noc3C)n2C2CCCCC2)cc1OC,7.3,-0.9,-0.1,-9.9,4.4,94.2,2.6,2.4,2.3,-1.8
O=C(NNC(=O)c1ccccc1Br)c1cccs1,3.3,-2.4,3.3,-24.6,1.1,·,-8.9,0.2,1.2,-3.2
O=P(COCCOCP(=O)(c1ccccc1)c1ccccc1)(c1ccccc1)c1ccccc1,3.9,·,-2.0,2.5,-6.5,109.8,2.1,-3.0,1.3,-0.9
Cc1ccc2cc(CN(CC3CCCO3)S(=O)(=O)c3ccc4c(c3)OCCO4)c(=O)[nH]c2c1C (configuration not stated),-15.7,-1.7,0.0,-12.0,1.2,90.9,·,-2.2,-0.6,-1.3
Nc1nnc(-c2ccco2)s1,-3.5,-0.3,-0.3,6.4,0.5,94.5,1.3,-6.5,-2.3,-2.9
Cc1ccccc1NC(=O)C1CCN(c2cnccn2)CC1,-2.2,-0.4,0.4,-1.1,-5.0,102.9,7.1,·,-1.6,-0.9
Cc1cc(=O)oc(C)c1C(=O)Nc1ccc(N(C)C)cc1,7.0,-0.3,22.5,5.3,-2.3,113.9,-0.4,·,1.5,1.1
CCOC(=O)C1CCN(C(=O)Nc2ccc(OC)c(OC)c2)CC1,48.4,-2.0,-0.6,-0.9,-1.7,·,3.2,1.5,-1.1,0.8
COc1cccc(NC(=O)COC(=O)CC2CC3CCC2C3)c1 (configuration not stated),3.8,-0.7,-5.1,-7.3,0.3,·,-4.2,-2.9,-4.0,-7.5

# Single records (already shown):
# Cc1ccc2cc(CN(CC3CCCO3)S(=O)(=O)c3ccc4c(c3)OCCO4)c(=O)[nH]c2c1C (configuration not stated) as listed: Arrestin-AP2 inh = -15.7; CAL PDZ FP-1 = -1.7; C-LANA FP = 0.0; RTF Ca sens inh = -12.0; Keap1 Nrf2 FP = 1.2; DSG3 Ab inh = 90.9; NSD2 inh = ·; CAL PDZ FP-2 = -2.2; V-ATPase pHluor = -0.6; DAGLB inh = -1.3
# Nc1nnc(-c2ccco2)s1 as listed: Arrestin-AP2 inh = -3.5; CAL PDZ FP-1 = -0.3; C-LANA FP = -0.3; RTF Ca sens inh = 6.4; Keap1 Nrf2 FP = 0.5; DSG3 Ab inh = 94.5; NSD2 inh = 1.3; CAL PDZ FP-2 = -6.5; V-ATPase pHluor = -2.3; DAGLB inh = -2.9

# New compounds follow.
Compound,Arrestin-AP2 inh,CAL PDZ FP-1,C-LANA FP,RTF Ca sens inh,Keap1 Nrf2 FP,DSG3 Ab inh,NSD2 inh,CAL PDZ FP-2,V-ATPase pHluor,DAGLB inh
CCn1c(SCC(=O)NCC2CCCO2)nc2c([nH]c3ccccc32)c1=O (configuration not stated),4.0,-1.5,0.6,-2.2,-4.3,103.0,-8.0,-2.4,3.7,-0.7
Cc1cccc(NC(=O)/C(C#N)=C/c2ccccc2O)n1,4.2,-1.1,-0.7,-1.6,-1.4,89.8,·,3.2,-2.4,1.3
NC1=NC2OC(CO)C(O)C2O1 (configuration not stated),·,·,·,·,·,97.7,-1.4,·,0.4,-3.7
O=C(Cc1cccs1)Nc1cccc(C(=O)Nc2ccco2)c1,-1.4,-2.3,-1.2,2.0,6.6,·,-5.5,-9.9,-2.7,0.0
COC(=O)C1(C)NC(c2cccc(C)c2)C2C(=O)N(c3ccccc3)C(=O)C21 (configuration not stated),·,·,·,·,·,99.8,-2.0,·,-2.3,-2.5
CN(C)c1oc(-c2ccco2)nc1S(=O)(=O)c1ccc(Br)cc1,-2.3,-0.5,1.1,7.1,-5.6,110.7,3.7,9.4,-3.1,-0.5
CCCc1cc(=O)oc2cc(OC(C)C(=O)NCc3ccccn3)c(Cl)cc12 (configuration not stated),-11.8,-0.4,-1.1,-0.5,-7.6,104.2,19.3,4.7,0.5,2.6

# Screening results: PubChem BioAssay, several laboratories

# These rows are one share of the data; rates above refer to the full screens.
